Screening data from PubChem.
Vif-A3F inh – blocks the Vif interaction with APOBEC3F; HeLa A3F-eYFP + Vif (tagged APOBEC3F with the HIV-1 protein that degrades it), YFP fluorescence increase; Potency, µM (series often up to 46.1 µM), without a hit: at the top dose activity, negative = active; 0.2% of 390,000 active; note: potency is the fitted concentration of half-maximal effect; % of control where 0% means no effect; nearly all actives have a fitted effect of over 65% in size
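HeLa cells stably expressing Vif plus C-terminally eYFP-tagged A3F were seeded, incubated overnight at 37 deg C, dosed with compound, incubated overnight again at 37 deg C. Yellow fluorescence (Ex 488/Em 500-530) reported blocked Vif-mediated A3F-eYFP degradation.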
D2 antag – antagonizes the human D2 dopamine receptor | P14416 | HEK293 TREx D2 cells, calcium flux, dopamine EC80 | inhibition, % at 10 µM | 2% of 340,000 active | AID 485344; in the data active = inhibition above about 30%; note: 0% is about no effect
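Calcium flux kinetic readout in an inducible HEK293 TREx D2 line plated overnight at 30 C. After 180 s compound exposure, an EC80 dopamine challenge follows with another 180 s kinetic read to detect antagonism.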
RGS4 inh – inhibitors of human regulator of G protein signaling 4; Potency, µM (series often up to 114 µM), for the others: at the top dose activity change, negative = inhibition, hits mostly inhibitors; Transcreener GDP fluorescence polarization, RGS4-accelerated GTP hydrolysis; 0.039% of 390,000 active; note: potency is the fitted concentration of half-maximal effect; % is set by controls: 0 for no effect and ±100 for the full control effect; nearly all actives have a fitted effect of over 75% in size; some results filed as inactive show a strong effect at the top dose
Target sequence (P49798 whole entry, looked up): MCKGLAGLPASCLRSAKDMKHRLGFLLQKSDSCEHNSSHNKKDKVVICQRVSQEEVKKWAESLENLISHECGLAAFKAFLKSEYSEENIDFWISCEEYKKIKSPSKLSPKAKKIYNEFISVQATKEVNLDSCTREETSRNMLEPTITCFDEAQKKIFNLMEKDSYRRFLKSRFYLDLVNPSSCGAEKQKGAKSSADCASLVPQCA
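MLSMR compounds (23 nl, pin-transferred) preincubated 10 min at room temperature with a 500nM (2x) first reagent, then RGS4 at 900nM (2x) plus Transcreener GDP mix added; fluorescence polarization (620/688 nm) read before and after 90 min at 30 °C.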
ALOX12 inh – inhibitors of human 12S-lipoxygenase ALOX12 | P18054 | purified 12hLO, xylenol orange hydroperoxide absorbance | Potency, µM (top dose mostly 108 µM), without a hit: at the top dose activity change, negative = inhibition, usual class: inhibitors | 1.1% of 580,000 active; note: potency is the fitted concentration of half-maximal effect; % is set by controls: 0 for no effect and ±100 for the full control effect
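Purified human 12hLO at 150 nM in 25 mM Hepes, 0.01% Triton X-100, pH 7.0, preincubated 15 min at room temperature with compound. Reaction started with 40 uM arachidonic acid, 30 min at room temperature. Hydroperoxide measured by Fe-xylenol orange, 573/405 nm absorbance ratio.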
D2 ag – D2 dopamine receptor (human) agonism; P14416; HEK293 T-REx D2 cells, calcium flux agonist mode; activation, % at 2 µM; 0.53% of 340,000 active; AID 485358;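 active = activation over 3 SD above normal in the single-dose calcium agonist read, cut at about 30% in these data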; note: 0% is about no effect
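In this primary screen, compounds producing a positive calcium signal within 180 s of addition to tetracycline-induced, force-coupled HEK293 Trex D2 cells are flagged; cells are dye-loaded with a no-wash calcium kit beforehand.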
LDHA block – blocks human lactate dehydrogenase A. purified LDHA, NADH/diaphorase-resazurin fluorescence; active compounds read low. activity change, % (values are at about 110 or 230 µM). 0.15% of 480,000 active. AID 1347041; in the data active = activity change below about -30%; inconclusive = mostly about -25% to -30%;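 note: plate controls were DMSO wells for no effect and wells without enzyme for full effect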
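Remaining NADH was detected by diaphorase (0.133 mg/mL) converting 37 µM resazurin to fluorescent resorufin, read at 0 and 20 minutes. The preceding 5-minute room-temperature reaction used 2 nM LDHA, 0.2 mM sodium pyruvate and 0.06 mM NADH at pH 7.4.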
GRP78 ERSR act – inducers of ER stress response in human glioma cells; U87-MG GRP78 promoter luciferase reporter, 16 h; Potency, µM, for inactives: at the highest dose activation, most hits filed as activators; 0.02% of 420,000 active; AID 602332; note: potency is the fitted concentration of half-maximal effect; series mostly up to about 76 µM; % of control where 0% means no effect; nearly all actives have a fitted effect of over 35% in size
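Stably transfected U87-MG human glioma cells carrying a GRP78-based luminescent sensor were seeded at 1000 cells/well, pin-dosed with compounds and incubated 16 h. Luciferase reagent was then added, and end-point luminescence was read after 10 min at room temperature.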
ERG-DNA inh – blocks human ERG Ets domain binding to DNA. P11308. fluorescence polarization, His-ERG Ets domain / labelled DNA. Potency, µM (series often up to 76.9 µM), without a hit: at the highest dose FP activity, negative = inhibition, usual class: inhibitors. 0.028% of 370,000 active; active = well fitted inhibition curve with a large enough effect in the polarisation, with a control signal flat; inconclusive = small, poorly fitted or top-dose-only effect, or effect the other way, or a change in a side signal; inactive = no such curve, though single readings can be large or run the other way; the % refers to the polarisation;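 note: polarization taken with two DNA probes labelled with fluorescein and Texas red; potency is the fitted concentration of half-maximal effect; % of control where 0% means no effect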
Target sequence (P11308 whole entry, looked up, the tested form may be a part): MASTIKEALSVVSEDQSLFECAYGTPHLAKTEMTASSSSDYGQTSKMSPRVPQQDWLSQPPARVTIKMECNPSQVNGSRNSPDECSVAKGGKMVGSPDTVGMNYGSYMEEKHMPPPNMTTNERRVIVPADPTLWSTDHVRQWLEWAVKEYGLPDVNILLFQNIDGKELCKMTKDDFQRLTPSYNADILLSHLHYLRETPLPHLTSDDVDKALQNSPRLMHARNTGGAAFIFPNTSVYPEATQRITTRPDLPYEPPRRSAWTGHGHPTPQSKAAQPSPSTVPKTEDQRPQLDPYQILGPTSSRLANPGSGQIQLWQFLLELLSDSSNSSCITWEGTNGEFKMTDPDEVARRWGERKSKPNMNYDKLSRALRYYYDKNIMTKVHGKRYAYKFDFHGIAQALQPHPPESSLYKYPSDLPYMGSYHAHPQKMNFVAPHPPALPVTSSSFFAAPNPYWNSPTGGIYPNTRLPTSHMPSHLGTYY
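His-tagged ERG Ets domain (1 uM in the protein solution; 300mM KCl, 50mM Tris-HCl, 1mM EDTA, 1mM DTT, pH 7.5) received compound, then a probe mix of 5 nM fluorescein-DNA and 100nM Texas-615-DNA. Fluorescence polarization was read for both dyes.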
Vif-A3G inh – inhibitors of Vif-APOBEC3G interaction. HeLa A3G-eYFP + Vif (tagged APOBEC3G with the HIV-1 protein that degrades it), YFP fluorescence, overnight. Potency, µM (highest dose often 46.1 µM), for inactives: at the top dose activity, negative = active, hits mostly inhibitors. 0.076% of 410,000 active;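 note: potency is the fitted concentration of half-maximal effect; % is set by controls: 0 for no effect and ±100 for the full control effect; nearly all actives have a fitted effect of over 60% in size; hits raise eYFP signal because A3G escapes Vif-driven loss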
Target sequence (Q9HC16 whole entry, looked up): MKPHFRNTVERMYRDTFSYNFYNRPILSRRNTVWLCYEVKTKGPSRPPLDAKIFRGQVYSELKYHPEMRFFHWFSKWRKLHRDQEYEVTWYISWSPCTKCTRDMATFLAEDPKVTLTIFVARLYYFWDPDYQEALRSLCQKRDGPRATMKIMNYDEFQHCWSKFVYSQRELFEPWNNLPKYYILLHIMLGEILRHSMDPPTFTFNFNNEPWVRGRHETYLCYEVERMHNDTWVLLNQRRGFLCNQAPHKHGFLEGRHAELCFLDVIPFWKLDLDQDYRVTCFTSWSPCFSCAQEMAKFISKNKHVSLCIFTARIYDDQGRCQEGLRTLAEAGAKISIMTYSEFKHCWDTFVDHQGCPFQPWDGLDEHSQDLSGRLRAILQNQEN
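HeLa cells stably expressing Vif and C-terminally eYFP-tagged A3G, seeded overnight at 37 deg C, then exposed to compound by pintool overnight at 37 deg C. Rise in yellow fluorescence (Ex 488/Em 500-530, Acumen) marks blocked Vif-driven A3G degradation.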
* = called active by the depositor; i = inactive; ? = inconclusive; . = not tested or not shown; & = joins results of further samples; [ ] = another dose, or the depositor's remark. Unless noted, calls come from the whole dose curve; as a rule, active = well fitted curve in the direction sought with a large enough effect; inconclusive = small, poorly fitted or top-dose-only effect, or another doubt; inactive = no such curve, though single readings can be large; an effect the other way counts as inactive or inconclusive. Not all compounds are listed; the hit share may differ from the screen's.

SMILES | Vif-A3F inh | D2 antag | RGS4 inh | ALOX12 inh | D2 ag | LDHA block | GRP78 ERSR act | ERG-DNA inh | Vif-A3G inh
Nc1nc(NCc2c(F)cccc2Cl)nn1-c1ccccc1 | -6% | -20 | -31% | ? | -0.5 | -1 | 3% | -3% | -3%
COc1ccccc1N1CCN(CC(O)c2ccc3cc[nH]c3c2)CC1 (configuration not stated) | 1% | 60* | 22% | ? | 37* | 1 | 0% | -7% | 0%
CN1CCC(=NNC(=O)CN(c2cccc(Cl)c2)S(C)(=O)=O)CC1 | 5% | 23 | ? | 7% | 1.6 | 1 | -1% | 1% | 1%
CCn1c2ccccc2c2cc(NC(=O)COc3ccccc3OC)ccc21 | 0% | 3 | 19% | 3% | -0.9 | -5 | -5% | 2% | ?
O=C(NCC1CCOCC1)C1Cc2c(-c3ccccc3Oc3ccccc3)ccnc2O1 (configuration not stated) | . | . | . | 1% | . | -1 | 0% | . | -25%
COc1cc(CN2CCC(Oc3cc(C(=O)NC4CC4)ccc3OC)CC2)cc(OC)c1 | 0% | -23 | -4% | -6% | -0.5 | -1 | 3% | 4% | 3%
O=C(NNC(=O)c1cccs1)c1ccc2ccccc2c1 | 5% | 17 | 0% | 7% | 1.8 | -2 | 7% | -5% | -1%
CC(=O)c1cccc(NC(=O)CCCSc2ccccc2)c1 | -4% | 3 | 8% | 9% | 0.4 | -6 | 3% | 7% | -11%
CC(C)NS(=O)(=O)c1ccc(NC(=O)C(C)OC(=O)CCC2CCCCC2)cc1 (configuration not stated) | -1% | 7 | 6% | -20% | -0.3 | 1 | -3% | -2% | 2%
Cc1cc(C)c(C2C(C#N)=C(N)Oc3n[nH]c(C)c32)cc1CN1CCCC1 (configuration not stated) | -4% | . | -14% | -17% | . | 8 | 1% | -1% | 4%
N#C/C(C(N)=O)=c1/ccc2c(c1)N1C3=C(CCCC3)CC3CCCCC31N=2 (configuration not stated) | 9% | 22 | -1%[11.4 µM] | 7% | -0.7 | 6 | -3% | -3% | -7%
Cc1ccc(C2CC(c3cccc(Cl)c3)n3nc(N)nc3N2)cc1 (configuration not stated) | -3% | 30 | -13% | ? | 2.1 | -4 | -4% | 0% | -15%
O=C(CN1CCCC1)Nc1ccccc1Sc1ccccc1 | -11% | 1 | -20% | -3% | -0.4 | -3 | -3% | 1% | -3%
COc1ccc(OC)c(-c2nc3c(C#N)c[nH]n3c2NC2CCCCC2)c1 | 3% | . | 8% | 6% | -1.7 | 5 | -1% | 7% | -7%
NS(=O)(=O)c1ccc(N=Nc2c(O)ccc3ccccc23)cc1 | 10% | 0 | -20% | -14% | 3.4 | 6 | 1% | -6% | 3%
N/C(Cc1cccs1)=N\OC(=O)COc1ccc(Br)cc1Cl | 5% | -12 | 23% | 0% | 0.2 | -2 | 4% | -6% | 1%
O=C(NCCO)/C(=C/c1ccc2c(c1)OCO2)NC(=O)c1ccc(Br)cc1 | 18% | 2 | 8% | -2% | 0.9 | -4 | -1% | 5% | 2%
CN(c1cccc(NC(=O)CN(c2cccc(Cl)c2)S(=O)(=O)c2ccccc2)c1)S(C)(=O)=O | 8% | -9 | -3% | 8% | 1.3 | -6 | 3% | 1% | 1%
COc1ccc(N2C(=O)/C(=C/c3cccnc3)NC2=S)cc1 | -7% | 3 | -25% | 0% | 0.6 | -6 | -3% | -2% | -3%
CCc1ccc(C(=O)c2cn(CC(=O)Nc3ccc(F)cc3)c3ccc(F)cc3c2=O)cc1 | -4% | . | 19% | -6% | 1.6 | -3 | -2% | 2% | -1%
Cc1ccc(Cc2nc3ccccc3nc2SCC(=O)N2CCCCC2)cc1 | -2% | . | -17% | -28% | . | 6 | -5% | -1% | -2%
COc1ccc(S(=O)(=O)N2CCC(NC(=O)C3CCCCC3)CC2)cc1 | -2% | 11 | -12% | -5% | 0.0 | -4 | 5% | 13% | -4%
C=C(CCO)C1=CCN(S(=O)(=O)C(C)(C)C)[C@@H]1CCO | 3% | . | -10% | -17% | . | 3 | -3% | 20% | 2%
O=C(Cc1ccc(F)cc1)NCCc1csc(-c2ccc(C(F)(F)F)cc2)n1 | -3% | . | 0% | -18% | 1.9 | -3 | -3% | 1% | 1%
COc1ccc(CCNC(=O)CS(=O)Cc2nc(-c3cccs3)oc2C)cc1OC (configuration not stated) | 2% | 8 | -9% | -7% | -2.0 | 8 | -6% | -1% | -6%
(cont.)
SMILES | Vif-A3F inh | D2 antag | RGS4 inh | ALOX12 inh | D2 ag | LDHA block | GRP78 ERSR act | ERG-DNA inh | Vif-A3G inh
O=C(Nc1ccc(F)cc1Cl)C1=COCCO1 | 7% | 4 | -16% | 12% | 0.6 | -3 | 5% | -9% | 4%
CCOC(=O)c1sc(NC(=O)CCCCl)nc1C | 3% | -10 | -6% | 5% | -0.9 | -7 | -1% | -9% | 2%
Nc1cccnc1Sc1ccc([N+](=O)[O-])cn1 | 1% | -2 | -15% | -21% | 1.0 | -11 | 2% | -1% | 0%
CCOC(=O)C(C(=O)OCC)C(Nc1ccccc1)c1ccccc1 (configuration not stated) | -2% | -10 | -10% | -2% | 0.3 | -2 | ? | -5% | ?
Cc1ccc(C)n1-c1nnc(N2CCCC(C(=O)NCc3ccc(Cl)cc3)C2)s1 (configuration not stated) | . | . | 31% | -20% | -1.3 | 0 | . | -13% | .
O=C(NCCN1CCOCC1)c1ccc2c(c1)N(Cc1ccccc1F)C(=O)c1ccccc1S2 | -4% | -19 | -17%[11.4 µM] | ? | 0.1 | -5 | -5% | 2% | -3%
CC(=O)c1cccc(NS(=O)(=O)c2cc3c(cc2C)NC(=O)CO3)c1 | 0% | -7 | 27% | -25% | 1.8 | -2 | -6% | 3% | 2%
CCN(CC)C(=O)/C(=C\c1ccc(Br)cc1)NC(=O)c1ccccc1OC | 5% | -8 | 11% | 6% | -0.5 | 1 | -3% | . | 0%
CN(CCC#N)S(=O)(=O)c1ccc2[nH]cc(C(=O)NCCc3ccccc3)c(=O)c2c1 | ? | -5 | 6% | -20% | 3.3 | -9 | -3% | -9% | 1%
Cc1ccc(NC(=O)CCn2cccc2)cc1C | 2% | . | -18% | -16% | . | 1 | -1% | -5% | 0%
CC(C)(C)[C@H]1COC(=O)[C@@H](NC(=O)OCC2c3ccccc3-c3ccccc32)C/C=C\C[C@@H](CC(=O)N[C@@H](CO)Cc2ccccc2)C(=O)N1 | 2% | . | 8% | ? | . | 1 | -6% | 4% | 1%
Cc1cc(C)c(NC(=O)CSCc2c(C)noc2C)c(Cl)c1 | -27% | 0 | 23% | -9% | -1.3 | -7 | -5% | 4% | -2%
CCCCOc1ccc(S(=O)(=O)n2nc(C)c(S(=O)(=O)N3CCCCCC3)c2C)cc1 | -4% | . | -7% | ? | 0.1 | -2 | -1% | 0% | -7%
CC(C)n1nc(C(=O)NCc2ccc3c(c2)OCO3)c2ccccc2c1=O | -1% | -3 | -29%[56.9 µM] | ? | -0.9 | 0&0 | -2% | 4% | 4%
CCN(C(=O)COC(=O)/C=C/c1nc2ccccc2s1)C1CCS(=O)(=O)C1 (configuration not stated) | -2% | 32* | -14% | 2% | 1.4 | 1 | 6% | 14% | 1%
COC(=O)c1sccc1NC(=O)Nc1ccc(OC)cc1OC | 0% | 5 | 2% | i | -0.9 | -1 | -4% | 7% | 1%
CS(=O)(=O)c1ccc(N)cc1 | -1% | 2 | 19% | 5% | 0.3 | -2 | -4% | -15% | 2%
Cc1ccc(C)c(OCCC(=O)OCC(=O)NCc2ccc(F)cc2)c1 | 2% | 17 | -25% | . | -0.2 | -14 | -3% | 1% | -1%
O=C(Cc1ccc([N+](=O)[O-])cc1)Nc1cccnc1 | 1% | 5 | -23% | 18% | 0.0 | 1 | -4% | -4% | 2%
CCc1noc(-c2ccc(NC(C)c3ccccc3)c([N+](=O)[O-])c2)n1 (configuration not stated) | -17% | . | 21% | -4% | 0.5 | -5 | 4% | 8% | -8%
CC1(c2nnc(-c3ccc(F)cc3)o2)CC(c2ccc(Cl)cc2)=NO1 (configuration not stated) | 3% | -6 | 0% | 1% | 0.5 | -4 | -4% | 6% | -4%
Cc1cc(C)nc(SC(C)CNS(=O)(=O)c2ccccc2)n1 (configuration not stated) | -9% | 5 | -31% | 53%[activator] | 2.4 | -6 | -3% | 0% | -1%
O=S1(=O)CC(N2CCN(CC3CC3)CC2)CN1C1CCCCC1 (configuration not stated) | . | . | . | -14% | . | -3 | -4% | . | -2%
N#CCCN(C(=O)CSc1ncccn1)c1ccc2c(c1)OCCO2 | -2% | 10 | -9% | -10% | 0.9 | -6 | -1% | -4% | 5%
NC1=NC[C@@H](Cc2ccc(O)cc2)N1CCc1cccc2ccccc12 | 2% | 9 | -12% | 0% | 0.2 | -3 | -4% | -9% | 1%

No new results follow: entries from further up.
SMILES | Vif-A3F inh | D2 antag | RGS4 inh | ALOX12 inh | D2 ag | LDHA block | GRP78 ERSR act | ERG-DNA inh | Vif-A3G inh
O=C(Nc1ccc(F)cc1Cl)C1=COCCO1 | 7% | 4 | -16% | 12% | 0.6 | -3 | 5% | -9% | 4%
CCOC(=O)c1sc(NC(=O)CCCCl)nc1C | 3% | -10 | -6% | 5% | -0.9 | -7 | -1% | -9% | 2%
Nc1cccnc1Sc1ccc([N+](=O)[O-])cn1 | 1% | -2 | -15% | -21% | 1.0 | -11 | 2% | -1% | 0%
